# Assay outcomes: PubChem, Broad Institute
# Mtb BioA inh – inhibitors of Mycobacterium tuberculosis BioA enzyme. purified M. tuberculosis BioA enzyme, plate reader. inhibition, % at 9.99 µM. 0.096% of 360,000 active; in the data active means inhibition above about 40%
# TcdB GH inh – blocks C. difficile toxin B glycohydrolase activity. P18177. TcdB glycohydrolase enzymatic assay, plate reader. inhibition, % at 9.99 µM. 0.24% of 350,000 active. AID 652162; in the data active means inhibition above about 10%
# Target sequence (P18177 whole entry, looked up): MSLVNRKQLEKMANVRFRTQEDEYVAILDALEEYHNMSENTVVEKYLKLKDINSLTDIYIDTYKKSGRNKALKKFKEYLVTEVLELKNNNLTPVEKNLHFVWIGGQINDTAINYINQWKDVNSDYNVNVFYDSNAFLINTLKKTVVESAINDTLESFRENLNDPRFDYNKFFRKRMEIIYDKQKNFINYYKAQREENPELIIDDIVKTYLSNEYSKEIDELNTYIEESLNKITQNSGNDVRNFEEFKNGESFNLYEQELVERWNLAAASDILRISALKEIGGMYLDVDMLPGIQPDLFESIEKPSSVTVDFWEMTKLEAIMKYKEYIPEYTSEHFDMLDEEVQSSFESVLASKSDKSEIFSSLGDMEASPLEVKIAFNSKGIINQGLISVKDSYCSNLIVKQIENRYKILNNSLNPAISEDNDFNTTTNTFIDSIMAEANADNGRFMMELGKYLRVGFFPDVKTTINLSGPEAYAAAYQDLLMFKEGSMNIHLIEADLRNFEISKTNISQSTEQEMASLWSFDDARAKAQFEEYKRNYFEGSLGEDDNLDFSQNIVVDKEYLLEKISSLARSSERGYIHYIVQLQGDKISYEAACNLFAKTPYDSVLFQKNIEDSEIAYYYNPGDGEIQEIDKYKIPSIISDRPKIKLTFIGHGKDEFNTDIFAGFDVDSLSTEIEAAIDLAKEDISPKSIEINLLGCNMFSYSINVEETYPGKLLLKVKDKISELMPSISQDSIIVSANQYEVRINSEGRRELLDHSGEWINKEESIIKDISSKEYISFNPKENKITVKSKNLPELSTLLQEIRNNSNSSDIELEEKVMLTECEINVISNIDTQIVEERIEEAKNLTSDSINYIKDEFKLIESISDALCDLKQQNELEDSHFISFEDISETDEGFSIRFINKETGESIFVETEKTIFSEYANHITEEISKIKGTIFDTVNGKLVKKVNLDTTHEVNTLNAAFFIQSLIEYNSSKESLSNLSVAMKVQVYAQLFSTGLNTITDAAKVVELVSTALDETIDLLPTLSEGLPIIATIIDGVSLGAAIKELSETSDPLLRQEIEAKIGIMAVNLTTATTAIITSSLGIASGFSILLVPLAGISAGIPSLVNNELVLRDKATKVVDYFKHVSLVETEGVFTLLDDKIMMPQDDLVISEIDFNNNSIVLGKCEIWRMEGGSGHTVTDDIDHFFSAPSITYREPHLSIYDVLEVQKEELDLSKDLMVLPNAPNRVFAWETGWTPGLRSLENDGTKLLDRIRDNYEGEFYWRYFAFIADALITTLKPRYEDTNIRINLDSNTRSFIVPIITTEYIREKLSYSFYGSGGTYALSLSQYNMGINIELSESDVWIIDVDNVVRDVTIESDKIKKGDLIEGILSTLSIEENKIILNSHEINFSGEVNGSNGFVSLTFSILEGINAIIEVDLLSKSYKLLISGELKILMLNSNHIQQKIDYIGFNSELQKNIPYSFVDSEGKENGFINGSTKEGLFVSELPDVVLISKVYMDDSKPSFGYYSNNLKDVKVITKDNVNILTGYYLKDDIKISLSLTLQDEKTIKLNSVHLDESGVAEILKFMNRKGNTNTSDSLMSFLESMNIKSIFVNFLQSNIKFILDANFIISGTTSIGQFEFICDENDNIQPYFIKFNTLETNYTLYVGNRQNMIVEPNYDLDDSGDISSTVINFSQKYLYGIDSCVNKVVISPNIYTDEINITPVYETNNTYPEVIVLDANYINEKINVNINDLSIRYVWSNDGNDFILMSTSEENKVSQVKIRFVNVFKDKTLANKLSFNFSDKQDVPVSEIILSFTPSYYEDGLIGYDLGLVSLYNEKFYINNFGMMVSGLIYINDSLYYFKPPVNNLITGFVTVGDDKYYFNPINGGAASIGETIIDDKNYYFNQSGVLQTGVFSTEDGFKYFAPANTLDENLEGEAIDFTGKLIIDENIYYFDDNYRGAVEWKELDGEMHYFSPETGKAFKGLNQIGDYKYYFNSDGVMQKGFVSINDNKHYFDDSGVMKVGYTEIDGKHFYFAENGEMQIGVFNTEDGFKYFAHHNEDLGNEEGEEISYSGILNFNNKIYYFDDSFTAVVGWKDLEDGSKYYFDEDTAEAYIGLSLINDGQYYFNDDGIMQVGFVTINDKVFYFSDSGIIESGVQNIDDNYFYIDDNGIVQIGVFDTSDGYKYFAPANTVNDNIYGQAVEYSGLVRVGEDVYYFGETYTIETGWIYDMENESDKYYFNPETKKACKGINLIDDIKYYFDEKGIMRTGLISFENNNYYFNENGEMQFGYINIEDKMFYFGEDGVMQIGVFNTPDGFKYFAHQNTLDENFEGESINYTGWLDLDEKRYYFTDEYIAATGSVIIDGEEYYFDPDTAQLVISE
# The depositor's hits bear a star. A portion of the library; the hit share may differ from the screen's.
SMILES,Mtb BioA inh,TcdB GH inh
O=C([C@@H]1[C@@H](CO)[C@@H]2Cn3c(ccc(-c4cccnc4)c3=O)[C@H]1N2Cc1cccnc1)N1CCOCC1,-0.8,-3.8
C[C@@H]1CN([C@@H](C)CO)C(=O)c2cccc(NS(=O)(=O)c3ccccc3)c2O[C@@H]1CN(C)Cc1ccc2c(c1)OCO2,0.7,-2.2
CCC(=O)N(C)C[C@@H]1Oc2ncc(-c3ccccc3OC)cc2C(=O)N([C@H](C)CO)C[C@@H]1C,-3.0,0.5
C[C@@H]1CN([C@@H](C)CO)C(=O)c2cccc(NS(=O)(=O)c3cccs3)c2O[C@@H]1CN(C)CC1CCCCC1,-1.4,0.0
C[C@H](CO)N1C[C@H](C)[C@@H](CN(C)C)Oc2ccc(NS(=O)(=O)c3ccccc3)cc2CC1=O,-0.9,0.1
C[C@H](CO)N1C[C@H](C)[C@@H](CN(C)Cc2ccccc2)Oc2ccc(NC(=O)CCN3CCOCC3)cc2CC1=O,-2.3,-0.6
C[C@@H]1CN([C@H](C)CO)C(=O)c2cccc(NC(=O)c3nc4ccccc4s3)c2O[C@@H]1CN(C)C(=O)Nc1ccc(F)cc1,7.2,0.4
CCCNC(=O)[C@@H]1[C@@H](CO)[C@@H]2Cn3c(cccc3=O)[C@@H]2N1C(=O)C1CCCC1,0.0,-5.5
C[C@H](O)C#Cc1cnc2c(c1)C(=O)N([C@H](C)CO)C[C@@H](C)[C@H](CN(C)Cc1cccc(F)c1)O2,6.1,-0.6
COc1ccc(-c2ccc([C@@H]3[C@@H](C#N)N(C(=O)C4CCC4)[C@H]3CO)cc2)cc1,-2.3,-1.0
CO[C@@H]1CN(C)C(=O)c2ccc(NC(=O)C3CC3)cc2OC[C@H](C)N(C(=O)CN2CCOCC2)C[C@@H]1C,-0.1,0.4
CCNC(=O)C[C@@H]1CC[C@@H]2[C@@H](COc3ccc(NC(=O)Nc4cccc(Cl)c4)cc3C(=O)N2C)O1,1.3,1.1
CC(C)NC(=O)N(C)C[C@@H]1Oc2ccc(NC(=O)Nc3ccc(C(F)(F)F)cc3)cc2CC(=O)N([C@@H](C)CO)C[C@H]1C,3.3,0.5
Cc1noc(C)c1S(=O)(=O)Nc1ccc2c(c1)C(=O)N([C@H](C)CO)C[C@@H](C)[C@@H](CN(C)C(=O)c1ccncc1)OCCCC[C@H](C)O2,-1.5,-0.7
N#Cc1ccc(-c2ccc([C@@H]3[C@@H](CO)N4CCCCN(C(=O)Nc5ccc(F)cc5)C[C@H]34)cc2)cc1,-8.5,1.2
O=S(=O)(Cc1ccccc1)NCC[C@@H]1CC[C@H](NS(=O)(=O)c2ccccc2)[C@H](CO)O1,0.5,-0.9
O=C(N[C@H]1CC[C@H](CCNS(=O)(=O)c2cccc(Cl)c2)O[C@H]1CO)c1ccc(F)cc1,1.0,-0.4
C[C@@H]1CCCCO[C@@H](CN(C)C(=O)Nc2ccccc2)[C@H](C)CN([C@@H](C)CO)C(=O)c2cc(NC(=O)c3ccncc3)ccc2O1,-1.2,0.1
CN1C(=O)c2cc(NC(=O)c3cccs3)ccc2OC[C@H]2O[C@@H](CC(=O)O)CC[C@H]21,-0.8,0.5
O=C(C[C@@H]1C[C@@H]2c3cc(NC(=O)Nc4ccccc4F)ccc3O[C@@H]2[C@@H](CO)O1)NC1CCCC1,-1.0,-0.6
C[C@H]1CN([C@@H](C)CO)S(=O)(=O)c2ccc(C#CC3CC3)cc2O[C@H]1CN(C)CC1CC1,1.0,-2.3
C[C@H](CO)N1C[C@H](C)[C@H](CN(C)Cc2ccc(Oc3ccccc3)cc2)Oc2c(NC(=O)c3ccncc3)cccc2C1=O,-0.9,-0.4
C[C@H](CO)N1C[C@H](C)[C@H](CN(C)C(=O)Nc2ccc3c(c2)OCO3)Oc2ncc(C#Cc3cccc(F)c3)cc2C1=O,-1.1,0.0
Cc1ccc(-c2ccc([C@H]3[C@@H](CO)N4CCCCN(C)C[C@H]34)cc2)cc1,1.2,-1.1
C[C@@H]1CN([C@@H](C)CO)S(=O)(=O)c2ccc(C3=CCCCC3)cc2O[C@H]1CN(C)C(=O)C1CCC1,-0.1,0.1
C[C@@H]1CN([C@H](C)CO)C(=O)c2cc(N(C)C)ccc2O[C@@H](C)CCCCO[C@@H]1CN(C)C,-2.3,-21
CC=Cc1ccc2n(c1=O)C[C@@H]1[C@@H](CO)[C@H](C(=O)NCC)N(CCC(F)(F)F)[C@H]21 (mixture of isomers),1.0,0.1
C[C@H]1CN([C@@H](C)CO)S(=O)(=O)c2ccc(-c3ccc(C#N)cc3)cc2O[C@@H]1CN(C)C(=O)CN(C)C,-3.1,0.7
Cc1ccc(S(=O)(=O)N(C)C[C@@H]2OCCCC[C@@H](C)Oc3ccc(NS(=O)(=O)c4cccs4)cc3C(=O)N([C@H](C)CO)C[C@H]2C)cc1,-1.4,-0.1
Cn1cnc(S(=O)(=O)N2CCCCN3[C@H](CO)[C@@H](c4ccc(C#CC5CCCC5)cc4)[C@@H]3C2)c1,-2.5,-5.8
O=C(Nc1ccccc1)N[C@@H]1CC[C@H](CCNS(=O)(=O)c2ccccc2F)O[C@@H]1CO,0.3,-0.9
CC=Cc1ccc2n(c1=O)C[C@H]1[C@H](CO)[C@@H](C(=O)N3CCCCC3)N(Cc3ccccc3OC)[C@@H]21 (mixture of isomers),-1.3,-3.5
CCC(=O)N1C[C@H](C)[C@H](OC)CN(C)C(=O)c2cc(NC(=O)Nc3ccc(Cl)cc3)ccc2OC[C@@H]1C,2.4,0.2
COc1ccc(-c2cnc3c(c2)C(=O)N([C@H](C)CO)C[C@@H](C)[C@@H](CN(C)S(C)(=O)=O)O3)cc1,0.5,-1.3
CO[C@H]1CN(C)C(=O)c2ccc(NC(=O)Nc3ccccc3F)cc2OC[C@H](C)N(C(C)=O)C[C@@H]1C,0.9,0.6
C[C@H]1CN([C@@H](C)CO)C(=O)c2cc(-c3ccc(F)cc3)cnc2O[C@H]1CN(C)Cc1cncnc1,-0.7,-1.1
C[C@H]1CN([C@@H](C)CO)C(=O)c2cc(NS(=O)(=O)c3ccccc3)ccc2O[C@H]1CN(C)Cc1ccc(-c2ccccc2)cc1,-6.0,0.2
O=C(Cc1ccccc1)N1C[C@H]2[C@@H](c3ccccc31)[C@H](CO)N2C(=O)c1ccc(F)cc1,-5.6,0.8
COC(=O)c1cn(C[C@H](Cc2ccccc2)NC(=O)Nc2ccccc2)nn1,-0.2,0.8
O=C(NCc1ccc(F)cc1)[C@H]1[C@H](CO)[C@H]2Cn3c(cccc3=O)[C@@H]1N2Cc1ccncc1,-1.2,0.0
CCCC#Cc1ccc2c(c1)O[C@@H](CN(C)S(=O)(=O)c1cccc(F)c1)[C@@H](C)CN([C@H](C)CO)S2(=O)=O,-2.8,0.0
COc1ccc(NC(=O)Nc2ccc3c(c2)[C@@H]2C[C@H](CC(=O)NCc4ccc(-c5ccccc5)cc4)O[C@@H](CO)[C@@H]2O3)cc1,-2.0,1.0
O=C(NCCN1CCOCC1)[C@@]1(CCS(=O)(=O)c2ccccc2)N=C(c2ccc(OCCCO)cc2)O[C@H]1c1ccccc1,1.1,2.3
Cc1ccc(S(=O)(=O)Nc2ccc3c(c2)C(=O)N([C@H](C)CO)C[C@@H](C)[C@H](CN(C)Cc2ccc(C(=O)O)cc2)OCCCC[C@@H](C)O3)cc1,-1.1,0.3
C[C@@H]1CN([C@@H](C)CO)C(=O)c2cc(NC(=O)Nc3ccc(F)cc3)ccc2O[C@@H](C)CCCCO[C@H]1CN(C)C(=O)CCCN(C)C,-0.8,-2.7
COc1ccc(-c2ccc([C@@H]3[C@H]4CN(C(=O)Cc5ccncc5)CCCCN4[C@H]3CO)cc2)cc1,-0.1,-0.8
C[C@@H]1CN([C@H](C)CO)C(=O)c2cc(NC(=O)CCCN(C)C)ccc2O[C@@H](C)CCCCO[C@H]1CN(C)Cc1ccc(C(F)(F)F)cc1,2.6,-3.2
C[C@@H]1CN([C@@H](C)CO)C(=O)Cc2cc(NC(=O)C3CCCCC3)ccc2O[C@@H]1CN(C)C(=O)Nc1ccc2c(c1)OCO2,-2.6,0.7
CCNC(=O)C[C@@H]1CC[C@H]2[C@@H](COC[C@@H](O)CN2C(=O)C2CCOCC2)O1,-1.6,-0.1
CCNC(=O)C[C@@H]1CC[C@H]2[C@@H](COC[C@H](O)CN2Cc2ccccc2F)O1,-1.7,-0.8
COc1ccc(S(=O)(=O)N[C@H]2C=C[C@H](CC(=O)NCCc3ccncc3)O[C@@H]2CO)cc1,-1.4,0.3
CC(C)C#Cc1cnc2c(c1)C(=O)N([C@H](C)CO)C[C@H](C)[C@H](CN(C)C(=O)CC1CC1)O2,6.9,1.1
O=C(C[C@H]1CC[C@H](NC(=O)c2cccnc2)[C@@H](CO)O1)NCc1ccncn1,-3.9,0.0
CCN(C[C@@H]1[C@@H](c2ccccc2)[C@H](CO)N1C(C)=O)C(=O)c1ccccn1,-3.0,-0.7
CCCC#Cc1ccc2c(c1)O[C@H](CN(C)C)[C@@H](C)CN([C@@H](C)CO)S2(=O)=O,5.1,-0.7
COc1ccc(NC(=O)Nc2ccc3c(c2)C(=O)N([C@@H](C)CO)C[C@@H](C)[C@H](CN(C)C(=O)CCCN(C)C)OCCCC[C@H](C)O3)cc1,-3.3,0.1
O=C(C[C@@H]1CC[C@@H]2[C@H](COC[C@H](O)CN2Cc2cccc(C(F)(F)F)c2)O1)NCc1ccncc1,-1.1,-0.3
C[C@H]1CN([C@@H](C)CO)C(=O)c2cc(NC(=O)Nc3cccc4ccccc34)ccc2O[C@H]1CN(C)Cc1ccc(C(=O)O)cc1,2.9,-1.6
CCC(=O)N[C@H]1C=C[C@H](CC(=O)NCc2ccccc2OC)O[C@H]1CO,-4.1,-0.4
Cc1noc(C)c1S(=O)(=O)N(C)C[C@H]1OCCCC[C@@H](C)Oc2ccc(NC(=O)c3ccccc3)cc2C(=O)N([C@@H](C)CO)C[C@@H]1C,0.2,1.2

# Full records, looked up by structure. Order of screens: Mtb BioA inh | TcdB GH inh
# Cc1ccc(-c2ccc([C@H]3[C@@H](CO)N4CCCCN(C)C[C@H]34)cc2)cc1 is entered as 1.2 | -1.1
# Cc1ccc(S(=O)(=O)Nc2ccc3c(c2)C(=O)N([C@H](C)CO)C[C@@H](C)[C@H](CN(C)Cc2ccc(C(=O)O)cc2)OCCCC[C@@H](C)O3)cc1 is entered as -1.1 | 0.3
# CCNC(=O)C[C@@H]1CC[C@@H]2[C@@H](COc3ccc(NC(=O)Nc4cccc(Cl)c4)cc3C(=O)N2C)O1 is entered as 1.3 | 1.1
# CC=Cc1ccc2n(c1=O)C[C@H]1[C@H](CO)[C@@H](C(=O)N3CCCCC3)N(Cc3ccccc3OC)[C@@H]21 (mixture of isomers) is entered as -1.3 | -3.5
# CC(C)NC(=O)N(C)C[C@@H]1Oc2ccc(NC(=O)Nc3ccc(C(F)(F)F)cc3)cc2CC(=O)N([C@@H](C)CO)C[C@H]1C is entered as 3.3 | 0.5

# New compounds follow:
SMILES,Mtb BioA inh,TcdB GH inh
COCC(=O)Nc1ccc2c(c1)C(=O)N(C)[C@H]1CC[C@H](CC(=O)NCC3CC3)O[C@H]1CO2,-2.6,-0.3
CC(=O)N(C)C[C@H]1Oc2cc(-c3ccccc3)ccc2S(=O)(=O)N([C@@H](C)CO)C[C@@H]1C,2.1,0.9
CCN(C[C@@H]1[C@H](c2ccccc2)[C@H](CO)N1C(=O)COC)S(C)(=O)=O,5.4,1.6
C[C@@H]1CN([C@@H](C)CO)C(=O)Cc2cc(NC(=O)Nc3cccc4ccccc34)ccc2O[C@@H]1CN(C)Cc1ccccc1,-3.5,-0.1
C[C@@H]1CN([C@H](C)CO)C(=O)c2cccc(NC(=O)Nc3cccc4ccccc34)c2O[C@H]1CN(C)S(=O)(=O)c1ccc(Cl)cc1,-2.4,0.6
C/C=C/c1ccc([C@H]2[C@@H](CO)N3CCCCN(S(=O)(=O)c4ccc(F)cc4)C[C@H]23)cc1,5.0,0.2
CO[C@@H]1CN(C)C(=O)c2cc(NC(=O)Nc3ccc(C(F)(F)F)cc3)ccc2OC[C@@H](C)NC[C@@H]1C,4.9,-0.2
C[C@@H]1CN([C@@H](C)CO)C(=O)Cc2cc(NS(=O)(=O)c3ccc(Cl)cc3)ccc2O[C@H]1CN(C)S(=O)(=O)c1cn(C)cn1,-1.4,-0.2
COc1cccc(S(=O)(=O)Nc2ccc3c(c2)[C@@H]2C[C@H](CC(=O)NCC(F)(F)F)O[C@H](CO)[C@@H]2O3)c1,-0.9,0.5
C[C@H](CO)N1C[C@H](C)[C@H](CN(C)Cc2ccc(Cl)c(Cl)c2)Oc2ccc(NS(=O)(=O)c3ccc(Cl)cc3)cc2CC1=O,1.7,-2.4
CCNC(=O)C[C@@H]1CC[C@@H]2[C@H](COc3ccc(NC(=O)Nc4ccc(Cl)cc4)cc3C(=O)N2C)O1,13,1.7
C[C@H]1CN([C@@H](C)CO)S(=O)(=O)c2ccc(Br)cc2O[C@@H]1CN(C)C,0.5,0.9
O=C(C[C@H]1CC[C@@H](NS(=O)(=O)c2ccc(F)cc2)[C@H](CO)O1)NC1CCC1,-3.7,0.4
C[C@@H]1CN([C@H](C)CO)C(=O)c2cc(-c3cccnc3)cnc2O[C@@H]1CN(C)C(=O)Nc1ccc(F)cc1,-1.9,0.4
CNC[C@@H]1Oc2cc(C#CCC3CCCC3)ccc2S(=O)(=O)N([C@H](C)CO)C[C@H]1C,2.6,0.4
CC(=O)N(C)C[C@H]1Oc2cc(C#CC(C)(C)O)ccc2S(=O)(=O)N([C@H](C)CO)C[C@H]1C,0.0,-0.3
COc1cccc(S(=O)(=O)N[C@@H]2CC[C@H](CCn3cc(-c4ccccc4OC)nn3)O[C@@H]2CO)c1,1.3,-0.6

# Sorted by formula weight (low to high): part of the list above
SMILES,Mtb BioA inh,TcdB GH inh
CCN(C[C@@H]1[C@H](c2ccccc2)[C@H](CO)N1C(=O)COC)S(C)(=O)=O,5.4,1.6
CO[C@@H]1CN(C)C(=O)c2cc(NC(=O)Nc3ccc(C(F)(F)F)cc3)ccc2OC[C@@H](C)NC[C@@H]1C,4.9,-0.2
COc1cccc(S(=O)(=O)Nc2ccc3c(c2)[C@@H]2C[C@H](CC(=O)NCC(F)(F)F)O[C@H](CO)[C@@H]2O3)c1,-0.9,0.5
